KAT2A inh: blocks human GCN5L2 histone acetyltransferase; GCN5L2 HAT assay, ThioGlo1 CoA-SH fluorescence; Potency, µM (series often up to 58.9 µM), for inactives: at the top dose activity change, negative = inhibition, hits mostly inhibitors; 390,000 tested, 0.21% active; AID 504327
Target sequence (Q92830 whole entry, looked up): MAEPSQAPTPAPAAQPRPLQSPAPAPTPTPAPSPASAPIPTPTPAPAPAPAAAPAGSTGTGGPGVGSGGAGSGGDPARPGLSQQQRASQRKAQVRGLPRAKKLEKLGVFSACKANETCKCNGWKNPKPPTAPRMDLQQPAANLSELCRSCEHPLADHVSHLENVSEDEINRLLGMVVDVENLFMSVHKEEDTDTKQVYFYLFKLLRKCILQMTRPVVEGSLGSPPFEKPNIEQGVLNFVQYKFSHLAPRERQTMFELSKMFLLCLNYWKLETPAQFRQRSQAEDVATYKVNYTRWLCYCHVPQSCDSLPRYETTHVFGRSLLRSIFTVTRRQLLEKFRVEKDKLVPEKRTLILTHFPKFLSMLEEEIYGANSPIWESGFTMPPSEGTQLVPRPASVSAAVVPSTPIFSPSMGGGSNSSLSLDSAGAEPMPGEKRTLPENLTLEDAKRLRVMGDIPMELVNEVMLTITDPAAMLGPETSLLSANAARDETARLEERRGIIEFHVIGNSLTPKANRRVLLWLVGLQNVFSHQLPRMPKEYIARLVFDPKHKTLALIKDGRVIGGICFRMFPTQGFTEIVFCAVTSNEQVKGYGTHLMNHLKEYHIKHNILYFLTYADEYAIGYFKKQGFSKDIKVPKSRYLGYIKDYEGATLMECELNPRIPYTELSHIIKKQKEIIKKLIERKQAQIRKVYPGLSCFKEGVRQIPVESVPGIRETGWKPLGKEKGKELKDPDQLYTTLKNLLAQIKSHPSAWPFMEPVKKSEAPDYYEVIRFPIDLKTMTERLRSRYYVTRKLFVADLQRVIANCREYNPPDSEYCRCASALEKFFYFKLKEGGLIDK
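Preincubate 20nM GCN5L2 with compound 15 min, RT → add 50uM ThioGlo1 + 75uM H3(1-25) + 70uM acetyl-CoA → read fluorescence 0 and 20 min. Primary qHTS; fluorescent artifacts likely.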
TDP1 cell CPT: DT40-hTDP1 cell growth loss with CPT; 420,000 tested, 12% active; chicken DT40 Tdp1-/-;hTDP1 cells + 20 nM CPT, ATP luminescence, 48 h; Potency, µM (titrated, usually from 46.2 µM), for inactives: at the highest dose activity change, negative = growth inhibition, actives largely listed as inhibitors; AID 686979; also: nearly all actives have a fitted effect of over 55% in size
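Chicken DT40 Tdp1-/- cells stably complemented with human TDP1 were seeded at 400 cells/well in medium containing 20 nM camptothecin, exposed to pin-transferred compounds, and grown at 37 °C for at least 48 hr. Viability was read as ATP luminescence.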
DT40 TDP1 no CPT: qHTS for Inhibitors of human tyrosyl-DNA phosphodiesterase 1 (TDP1): qHTS in cells in absence of CPT. DT40 Tdp1-/- hTDP1 cells, no CPT, ATP luminescence, 48 h. Potency, µM (series often up to 46.2 µM), for inactives: top-dose activity change, negative = growth inhibition, most hits filed as inhibitors. 420,000 tested, 15% active. AID 686978, 2013; also: nearly all actives have a fitted effect of over 55% in size
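Stably hTDP1-transfected Tdp1-null chicken DT40 cells were treated with library compounds minus camptothecin and grown for at least 48 hr at 37 °C, after which cellular ATP was quantified by luminescence.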
* hit, by the source's call; ? = inconclusive; . = not tested or not shown; & = joins results of further samples; [ ] = dose if it differs, or a comment. Calls follow the shape of the dose curve; as a rule, active = well fitted curve in the direction sought with a large enough effect; inconclusive = small, poorly fitted or top-dose-only effect, or another doubt; inactive = no such curve, though single readings can be large; an effect the other way counts as inactive or inconclusive. % is scaled to controls: 0 for no effect and ±100 for the full control effect; potency is read from the fitted curve at half-maximal effect.

Start of the listing, in advance:
SMILES	KAT2A inh	TDP1 cell CPT	DT40 TDP1 no CPT
NCCc1c(-c2ccccc2)n(-c2ccccc2)c2ccccc12	-6%	?	?
CN(CC(=O)NCc1ccccn1)S(=O)(=O)c1ccc2ccccc2c1	-1%	-3%	5%
CC(=O)NC(CC(=O)N1CCN(C(C)=O)CC1)c1ccccc1 (stereo unspecified)	2%	-1%	6%
CC(C)Nc1cc(C(C)(C)C)nc2c(-c3ccccc3)cnn12	-7%	-14%	?
CCCCOc1ccc(C2=NC(c3ccccc3)=Nc3ccc(OC)cc3N2)cc1	1%	16µM*	23µM*
Cn1cnnc1SCC(=O)Nc1cc(S(=O)(=O)N2CCCCCC2)ccc1Cl	1%	?	-25%
Cc1ccc(C2=C/C(=C/c3cccs3)C(=O)O2)cc1	-7%	-19%	-4%
Cc1ccc(/C=C/c2onc(C)c2S(=O)(=O)N2CCC(C(=O)Nc3ccccc3C(F)(F)F)CC2)cc1	-8%	-10%	-2%
CCOc1ccc(C(=O)OCC(=O)NC(C)C)cc1	-6%	-16%	?
COc1ccc(NC(=O)NCCCN2CCN(c3ccccc3F)CC2)cc1	-11%	-1%	12%
O=c1[nH]c(=O)c2cc3ccccc3nc2[nH]1	.	-17%	-23%
Clc1ccc(C2CC(c3ccccc3)Nc3ncnn32)cc1 (stereo unspecified)	-1%	?	-16%
Cc1nc(-c2ccccc2Cl)sc1C(=O)/C=C/N(C)C	-12%	15%	5%
COCCN(C(=O)COC(=O)Cc1cccc(OC)c1)c1c(N)n(Cc2ccccc2)c(=O)[nH]c1=O	-5%	1%	16%
O=[N+]([O-])c1cccc(-c2n[nH]c(=S)n2Cc2ccccc2)c1	-3%	-18%	?
CC(=O)c1ccc(N=C2NC(=O)C(CO)(CO)S2)cc1	-15%	2%	22%
COc1ccc(CCNC(=O)c2ccc3c(c2)nc(C)n3-c2ccc(Br)cc2)cc1OC	-5%	21µM*	21µM*

Main list, previewed entries included:
SMILES	KAT2A inh	TDP1 cell CPT	DT40 TDP1 no CPT
NCCc1c(-c2ccccc2)n(-c2ccccc2)c2ccccc12	-6%	?	?
CN(CC(=O)NCc1ccccn1)S(=O)(=O)c1ccc2ccccc2c1	-1%	-3%	5%
CC(=O)NC(CC(=O)N1CCN(C(C)=O)CC1)c1ccccc1 (stereo unspecified)	2%	-1%	6%
CC(C)Nc1cc(C(C)(C)C)nc2c(-c3ccccc3)cnn12	-7%	-14%	?
CCCCOc1ccc(C2=NC(c3ccccc3)=Nc3ccc(OC)cc3N2)cc1	1%	16µM*	23µM*
Cn1cnnc1SCC(=O)Nc1cc(S(=O)(=O)N2CCCCCC2)ccc1Cl	1%	?	-25%
Cc1ccc(C2=C/C(=C/c3cccs3)C(=O)O2)cc1	-7%	-19%	-4%
Cc1ccc(/C=C/c2onc(C)c2S(=O)(=O)N2CCC(C(=O)Nc3ccccc3C(F)(F)F)CC2)cc1	-8%	-10%	-2%
CCOc1ccc(C(=O)OCC(=O)NC(C)C)cc1	-6%	-16%	?
COc1ccc(NC(=O)NCCCN2CCN(c3ccccc3F)CC2)cc1	-11%	-1%	12%
O=c1[nH]c(=O)c2cc3ccccc3nc2[nH]1	.	-17%	-23%
Clc1ccc(C2CC(c3ccccc3)Nc3ncnn32)cc1 (stereo unspecified)	-1%	?	-16%
Cc1nc(-c2ccccc2Cl)sc1C(=O)/C=C/N(C)C	-12%	15%	5%
COCCN(C(=O)COC(=O)Cc1cccc(OC)c1)c1c(N)n(Cc2ccccc2)c(=O)[nH]c1=O	-5%	1%	16%
O=[N+]([O-])c1cccc(-c2n[nH]c(=S)n2Cc2ccccc2)c1	-3%	-18%	?
CC(=O)c1ccc(N=C2NC(=O)C(CO)(CO)S2)cc1	-15%	2%	22%
COc1ccc(CCNC(=O)c2ccc3c(c2)nc(C)n3-c2ccc(Br)cc2)cc1OC	-5%	21µM*	21µM*
O=C(Nc1cccc(F)c1)NC1CCCc2ccccc21 (stereo unspecified)	-2%	?	?
CC1COc2ccccc2N1C(=O)c1cccnc1Cl (stereo unspecified)	-15%	-2%	-1%
CCc1ccc(C(O)(C(C)C)C(CN2CCOCC2)c2ccccc2)cc1 (stereo unspecified)	-2%	16µM*	16µM*
COC(=O)c1cc(S(=O)(=O)NCC(C)c2ccccc2)cn1C (stereo unspecified)	-5%	-20%	-9%
C=CCn1cc(Cl)cc(C(=O)Nc2ccccc2)c1=O	7%	17%	7%
ClCCN1C2=NCCCN2c2ccccc21	-1%	-4%	-19%
FC(F)(F)c1ccccc1NC(=S)NN=C1CCCCCC1	-5%	?	?
Cc1cccc(OCC(=O)Nc2ccccc2C(F)(F)F)c1	2%	2%	4%
Cc1ccccc1NC(=O)c1ccc(S(=O)(=O)N2CCCC2)cc1	0%	-2%	16%
CCCCn1c(N)c(N(CCOC)C(=O)COC(=O)COc2c(C)cc(C)cc2C)c(=O)[nH]c1=O	2%	2%	-4%
CN(C)C(CNc1ncnc2sccc12)c1ccccc1 (stereo unspecified)	-3%	-24%	?
CCCC(=O)Nc1cc(S(=O)(=O)N2CCCCC2)ccc1N1CCOCC1	-7%	-3%	2%
O=CN1CCN(C(=O)COc2ccc(Cl)cc2Br)CC1	-1%	-16%	-23%

Results in KAT2A inh, for some of the entries so far:
| SMILES | KAT2A inh |
| --- | --- |
| COc1ccc(CCNC(=O)c2ccc3c(c2)nc(C)n3-c2ccc(Br)cc2)cc1OC | -5% |
| O=C(Nc1cccc(F)c1)NC1CCCc2ccccc21 (stereo unspecified) | -2% |

(more compounds)
SMILES	KAT2A inh	TDP1 cell CPT	DT40 TDP1 no CPT
Oc1sc(C=Nc2ccccc2)c2ccccc12	-17%	4%	?
COCCN(C(=O)CSc1nnc(-c2ccccc2F)n1N)c1c(N)n(Cc2ccccc2)c(=O)[nH]c1=O	1%	4%	13%
COCC1CCN(C(=O)c2cc(COc3ccccc3SC)on2)C1 (stereo unspecified)	-1%	?	-19%
CCN(CC)c1ccc(/C=N/NC(=S)NCc2ccccc2)c(O)c1	-13%	?	?
CCCCCCCCCCCCCC(=O)N[C@@H](C)[C@H](O)c1ccccc1	-16%	0%[4.12 µM]	-23%[4.12 µM]
Nc1nc(N(Cc2ccccc2)Cc2ccccc2)nc(C(F)(F)F)n1	-9%	-31%	-22%
CN(C)c1ccccc1C(=O)c1ccccc1N(C)C	-9%	4.6µM*	4.1µM*
Cc1cc(C)c(NC(=O)CSCc2c(C)noc2C)c(C)c1	1%	-6%	-2%
Cc1ccccc1-c1nc(CN2CCC(C(=O)N3CCC(C(N)=O)CC3)CC2)c(C)o1	-6%	18%	-1%
CC(=O)Nc1ccc(NC(=O)COc2ccc(S(=O)(=O)N3CCCC3)cc2)cc1	-3%	-3%	-13%
COC(=O)c1ccc(C(=O)OC)c(NC(=O)CSc2n[nH]c(N)n2)c1	0%	16%	-5%
COc1ccc(CNc2ncc(-c3ccccc3)n2C)c2ccccc12	-19%	?	?
COc1ccc(Cl)cc1NC(=O)CCCS(=O)(=O)c1nc(-c2ccc(OC)c(OC)c2)cc(C(F)(F)F)n1	-8%	1.5µM*	2.1µM*
O=S1(=O)CCN(C2CCCCCCC2)CC1	.	-2%	3%
Cc1cccc(COC(=O)CCCNC(=O)c2ccc(Cl)cc2)c1	-5%	-15%	-21%
C[N+]1(C2CCC3CCCC2C3O)CCCC1 (stereo unspecified)	-10%	-2%	-9%
O=C(CSc1nnc(-c2ccncc2)n1C1CCCCC1)Nc1cccc(O)c1	1%	1%	-27%
O=C(COC(=O)C1Cc2ccccc2CN1C(=O)c1ccccc1)Nc1ccc(SC(F)F)cc1 (stereo unspecified)	-9%	?	?
CC(=O)c1ccc(NC(=O)Nc2cccc3ccccc23)cc1	1%	14%	13%
Cc1noc(C)c1C(=O)N(CC(=O)Nc1ccc(Cl)c(C(F)(F)F)c1)Cc1ccco1	-4%	-23%	-27%
O=C(COC(=O)C1CCN(S(=O)(=O)c2cccs2)CC1)Nc1ccc(F)c(F)c1F	0%	-4%	-2%
COc1ccc(/C=C2/S/C(=N/N=C3\CC4CCC3(C)C4(C)C)NC2=O)cc1 (stereo unspecified)	2%	3%	2%
Cc1ccc2c(C)c(C(=O)N(C)C(C)c3ccncn3)oc2c1C (stereo unspecified)	-5%	-19%	-13%
CCOC(=O)C1CCCN(C(=S)Nc2ccc(C)cc2C)C1 (stereo unspecified)	2%	-3%	1%
CC1CCCN(C(=O)COC(=O)C2CCN(S(=O)(=O)c3ccc(Cl)c(C(F)(F)F)c3)CC2)C1 (stereo unspecified)	-1%	-4%	-10%
O=C(c1cc(S(=O)(=O)N2CCOCC2)ccc1F)N1CCCc2ccccc21	-1%	?	?
CN(C)CCNC(=O)c1sc2nc(-c3ccccc3)cc(C(F)(F)F)c2c1N	4%	?	16µM*
O=C(CS(=O)(=O)c1ccccc1)Nc1ccc(N2CCOCC2)cc1	16%	-7%	-11%
Nc1cc(N)nc(SCc2nnnn2-c2ccc(Cl)cc2)n1	-6%	-1%	?
CCN(CC)CCNC(=O)c1ccc(NC(=O)c2cc(S(=O)(=O)N3CCCCC3)ccc2C)cc1	-4%	?	?
COc1ccc(NC(=O)CN2CCC(C(=O)c3ccc(C)cc3)CC2)c(OC)c1	-10%	?	?
COc1ccc(-c2ccc(C(=O)NCC3CCOCC3)c3occc23)c(C)c1	.	?	?
CCCCCCCCN1C(=O)[C@H](CC(=O)NCC2CCCCC2)C[C@@]2(C(=O)OC)CCCCC=C12	.	21µM*	16µM*
CN(Cc1cccs1)C(=O)Cn1cnc2ccccc2c1=O	-9%	3%	10%
O=C1CCN(Cc2ccccc2)CCN1CCSc1ccccc1	3%	1%&-8%	?
CCc1cccc(C)c1NC(=O)COC(=O)Cc1ccsc1	-2%	-3%	-19%
O=C(COC(=O)c1ccc2[nH]c3c(c2c1)CCCC3)Nc1ccc(Cl)cc1Cl	-5%	3%	-26%
CN1CCc2nc3sc(C(=O)Nc4ccccc4OC(F)(F)F)c(N)c3cc2C1	3%	?	?
COC(=O)Cc1cc(=O)[nH]c(/N=C(\N)Nc2ccccc2)n1	-3%	0%	1%
CC(C)CCNC(=O)COc1ccc2c3c(c(=O)oc2c1)CCC3	-7%	-5%	-25%
CC(C)N1CCc2c(sc(NC(=O)CCS(=O)(=O)c3ccccc3)c2C#N)C1	-29%	?	26µM*
CCOc1ccc(NC(=O)CN(C)C(=O)CC2OC(=O)c3ccccc32)cc1OCC (stereo unspecified)	-2%	3%	-14%
CCN1CCc2nc(NC(=O)c3ccc(S(=O)(=O)N(C)C)cc3)sc2C1	-4%	-1%	-3%
CCCCC(=O)Nc1cccc(-c2nnc(-c3ccccc3)o2)c1	2%	23µM*	23µM*
COc1ccc(NS(=O)(=O)c2ccc3c(c2)OCCO3)cc1OC	-6%	7.3µM*	5.8µM*
CC(=O)Nc1ccc(Br)c2ccccc12	7%	-17%	?
Cc1cc2ncn(/N=C/c3ccc4c(c3)OCO4)c2cc1C	-1%	?	?
CCc1ccc(OCC(=O)NC(=S)Nc2ccc(S(=O)(=O)NC3CCCCC3)cc2)cc1	-5%	?	?
CC(=O)Oc1ccc(-c2cccc(C(=O)O)c2)cc1	1%	10%	1%
CCOC(=O)c1c(NC(=O)c2c(C(=O)O)cccc2[N+](=O)[O-])sc2c1CCCC2	-5%	?	?
CN(C)/C=C(/C(=O)c1ccc(Cl)cc1)n1cncn1	-5%	-6%	19%
CCOC(=O)[C@@H]1[C@H]2COc3ccccc3[C@H]2N2C(=O)N(c3ccc(OC)cc3)C(=O)[C@]12C	-7%	12%	-7%
Cc1ccc(-c2nc(CS(=O)CC(=O)NCc3ccccc3)c(C)o2)cc1 (stereo unspecified)	-4%	-26%	-20%
CCOC(=O)c1c(C)[nH]c(C)c1S(=O)(=O)N(C)CC(=O)NCc1ccc(F)cc1	-1%	-1%	5%
Nn1c(SCC(=O)Nc2ccccc2Br)nnc1-c1ccco1	-7%	3%	21%
CCCNc1c(NS(=O)(=O)c2cccc(C#N)c2)c(=O)oc2ccccc12	-1%	-12%	0%
COc1c(O)ccc2cnn(-c3ccccc3C)c(=O)c12	2%	?	-25%
CC(NC(=O)C(Cc1ccccc1)NC(=O)c1ccccc1)C(=O)O (stereo unspecified)	-2%	-11%	-15%
COc1ccc(OC)c(CCNC(=O)c2cc3c(-c4ccccc4F)nn(C)c3s2)c1	-5%	12µM*	8.2µM*
COc1c2c(c(C(=O)/C=C/C(C)=C/c3ccccc3)c3c1OCO3)CCN(C)C2	.	-9%[9.04 µM]	-18%[9.04 µM]
CNS(=O)(=O)c1cn(CC(=O)Nc2ccc(C)c(N(C)C)c2)cc1S(=O)(=O)NC	-14%	-22%	-6%
COc1ccccc1N1CCN(S(=O)(=O)c2c(C)sc3ncn(CC(=O)Nc4ccc(C(C)C)cc4)c(=O)c23)CC1	-4%	?	?
O=C(NCCOc1ccc(Cl)cc1)c1ccc2ccccc2n1	-9%	-12%	-1%
